Screening data from PubChem.
L3MBTL1 inh – inhibitors of human L3MBTL1; Q9Y468; AlphaScreen L3MBTL1–H3K9me1 peptide binding; Potency, µM (top dose mostly 57.1 µM), inactives show at the highest dose activity, negative = inhibition, usual class: inhibitors; actives 0.66% (n = 230,000); active means well fitted inhibition curve with a large enough effect; inconclusive means small, poorly fitted or top-dose-only effect; inactive means no such curve, though single readings can be large or run the other way; further: nearly all actives have a fitted effect of over 60% in size
Target sequence (Q9Y468 whole entry, looked up): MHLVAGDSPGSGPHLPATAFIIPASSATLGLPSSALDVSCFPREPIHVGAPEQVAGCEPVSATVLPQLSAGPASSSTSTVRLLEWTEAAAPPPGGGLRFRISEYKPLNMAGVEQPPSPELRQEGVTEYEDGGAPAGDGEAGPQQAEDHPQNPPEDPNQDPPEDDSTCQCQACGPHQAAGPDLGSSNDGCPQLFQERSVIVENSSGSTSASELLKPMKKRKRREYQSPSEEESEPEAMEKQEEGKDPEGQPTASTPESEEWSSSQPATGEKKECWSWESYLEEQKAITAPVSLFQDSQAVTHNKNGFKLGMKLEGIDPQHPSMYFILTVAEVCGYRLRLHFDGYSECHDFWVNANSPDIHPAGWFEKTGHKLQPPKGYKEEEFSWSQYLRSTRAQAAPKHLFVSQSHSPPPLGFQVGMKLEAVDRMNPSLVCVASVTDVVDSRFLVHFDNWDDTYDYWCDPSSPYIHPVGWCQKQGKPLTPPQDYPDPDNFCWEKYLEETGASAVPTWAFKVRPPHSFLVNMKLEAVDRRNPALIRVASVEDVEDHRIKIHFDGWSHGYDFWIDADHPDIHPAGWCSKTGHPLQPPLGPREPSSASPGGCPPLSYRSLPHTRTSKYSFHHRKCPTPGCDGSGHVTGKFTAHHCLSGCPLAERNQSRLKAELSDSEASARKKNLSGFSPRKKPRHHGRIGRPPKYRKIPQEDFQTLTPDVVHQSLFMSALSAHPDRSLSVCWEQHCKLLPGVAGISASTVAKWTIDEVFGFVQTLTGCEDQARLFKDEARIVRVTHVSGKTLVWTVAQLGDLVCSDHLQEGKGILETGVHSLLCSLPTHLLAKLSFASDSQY
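L3MBTL1 (50 nM) pre-complexed 30 min with biotinylated H3(1-15)K9me1 peptide (75 nM), then compounds added for 30 min at room temperature; AlphaScreen streptavidin donor/nickel chelate acceptor beads (10 ug/mL final) read after 30 min dark incubation.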
Numbers without * were called inactive; u = inconclusive; [ ] = remark or other dose. On the % scale 0 is the no-effect control and ±100 the full control effect; potency means the concentration at half of the fitted maximal effect. Only part of the results is shown. The share of hits here may be higher or lower than overall.

SMILES | L3MBTL1 inh
COc1ccc(N(CC(=O)NCCSc2ccccc2)S(=O)(=O)c2ccccc2)c(OC)c1 | 5%
COc1ccc([C@H]2CC(=O)C=C(c3c(OC)cccc3OC)C2)cc1 | -10%
O=C(CCNS(=O)(=O)c1ccccc1C(F)(F)F)N1CCN(c2ccccc2O)CC1 | 0%
CC1CN(S(=O)(=O)c2ccc(C(=O)NC3CCCCC3)cc2)CC(C)O1 (stereo unspecified) | 9%
O=C(NCCC(=O)N(CCc1ccccc1)Cc1ccccc1)c1ccccc1Cl | -8%
O=C(Nc1cc(Cl)ccc1-n1cncn1)c1cncc(Br)c1 | 1%
COc1ccc(Cc2nnc(SCC(=O)Nc3cc(Cl)ccc3C)[nH]c2=O)cc1 | 3%
O=C1CCCN1C(=O)COc1ccccc1[N+](=O)[O-] | 5%
Cc1csc(SCC(=O)Nc2ccc3[nH]c(=O)[nH]c3c2)n1 | 4%
CC(C)(C)OC(=O)NCCCCCNC(=O)c1nc[nH]c1C(=O)NCC(=O)OCc1ccccc1 | 0%
CCOc1ccccc1NC(=O)COC(=O)c1ccc2ccccc2n1 | -5%
Cc1cccc(NC(=O)COc2coc(CN3CCN(c4ccccc4)CC3)cc2=O)c1C | -8%
CCCCn1c(N)c(N(CCC(C)C)C(=O)C2CCN(C(=O)c3ccccc3C)CC2)c(=O)[nH]c1=O | -1%
COc1ccc(/C=C/C(=O)c2ccc([N+](=O)[O-])o2)cc1OC | 3%
CC(Sc1nnc(Cc2ccccc2)n1C)C(=O)NC1CC1 (stereo unspecified) | -2%
Cc1c(C(=O)OCC(=O)N2CCCC2=O)oc2ccccc12 | -2%
COc1ccc(N2CC(C(=O)Nc3ccccc3N3CCCC3)CC2=O)c(OC)c1 (stereo unspecified) | -14%
COc1ccc(-c2csc(NC(=O)C3CSC4(C)CCC(=O)N34)n2)cc1 (stereo unspecified) | -3%
O=C(COC(=O)CNS(=O)(=O)c1ccc(Br)cc1Cl)Nc1ccc(N2CCOCC2)cc1 | -14%
C[C@@H]1C(NC(=O)c2ccccc2)CC2CC1C2(C)C (stereo partly specified) | 25%
CN(CC1COc2ccccc2O1)C(=O)c1ccc(Cl)c(S(=O)(=O)N2CCCCCC2)c1 (stereo unspecified) | -5%
CCCCn1c(N)c(N(CCOC)C(=O)c2ccc(C)c(S(=O)(=O)N3CCCCC3)c2)c(=O)[nH]c1=O | -1%
COc1ccc(S(=O)(=O)N2CCCC(C(=O)NCc3cccnc3)C2)cc1OC (stereo unspecified) | u
COc1cc2ccccc2cc1C(=O)N1CCOCC1 | 3%
COc1cc2cnc(-c3ccccc3)cc2cc1OC | 2%

New compounds follow.
SMILES | L3MBTL1 inh
C[C@H](CO)N1C[C@H](C)[C@@H](CN(C)CC2CCCCC2)Oc2c(NS(=O)(=O)c3cccs3)cccc2C1=O | 1%
O=C(CN1CCN(C(=O)c2cccc(S(=O)(=O)N3CCCC3)c2)CC1)Nc1ccccc1Cl | 5%
Cc1ccc(S(=O)(=O)CCC(=O)OC(C)C(=O)N2CCc3ccccc32)cc1 (stereo unspecified) | 3%
C#CCOCCOCCOCCNc1nc(N2CCN(C(=O)CCCCCCCCCCNC(=O)Cn3cc(C[C@@H](C)O)nn3)CC2)nc(N2CCN(C(=O)CCCCCCCCCCNC(=O)[C@@H]([C@H](C)O)n3cc(C)nn3)CC2)n1 | 24%
COc1ccc(S(=O)(=O)NCCSCc2ccc(Cl)cc2)cc1NC(C)=O | -11%
CCOc1ccc(C(=O)CCC(=O)NN2C(=O)NC3(CCCCC3)C2=O)cc1 | -1%
CC(OC(=O)C12CCC(=O)N1c1ccccc1S2)C(=O)Nc1cccc(Cl)c1 (stereo unspecified) | 1%
COc1cccc(CNC(=O)C(=O)NCCC2CCCCN2S(=O)(=O)c2ccccc2)c1 (stereo unspecified) | -3%
COc1ccc(S(=O)(=O)Nc2ccc(-c3ccc(N4CCCC4)nn3)cc2)cc1C | -4%
CCN(CC)S(=O)(=O)c1cccc(NC(=O)CCNC(=O)NC23CC4CC(CC(C4)C2)C3)c1 | 1%
COc1ccc(CCNS(=O)(=O)c2cc3c4c(c2)CCN4C(=O)CC3)cc1 | 7%
Cc1ccc(NC(=O)C2CCN(c3ncnc4sc(C)c(C)c34)CC2)cc1S(=O)(=O)N(C)C | -2%
CCN1C(=O)c2cccc3c(S(=O)(=O)NCc4ccccc4)ccc1c23 | 28%
CC(C)(C)OC(=O)[C@H](Cc1ccccc1)NC(=O)c1nc[nH]c1C(=O)N1CCc2ccccc2C1 | 0%
CCCCNC(=O)[C@@](CC)(ONc1ccccc1C(F)(F)F)c1cccc2ccccc12 | -23%
Cc1ccccc1CC(=O)NCC1CCCCC1 | 3%
COc1ccc(S(=O)(=O)N2CCCCC2)cc1NC(=O)C1CC1C (stereo unspecified) | 3%
Cc1cc(C)cc(Oc2ccc(S(=O)(=O)N3CCN(C)CC3)cn2)c1 | 1%
CC(OC(=O)C1=COCCO1)C(=O)c1ccc(Br)cc1 (stereo unspecified) | -1%
COc1cc2cnc(-c3ccccc3)c(C(=O)c3ccc(F)cc3)c2cc1OC | -4%
COC(=O)C1CCN(S(=O)(=O)CCNC(=O)c2cccc(OC)c2)CC1 | -9%
O=C(O)CCCC(=O)OCCc1cc2ccccc2c(=O)o1 | 3%
CCCCn1c(N)c(N(CC(C)C)C(=O)CC2CCCC2)c(=O)[nH]c1=O | 14%
Cn1nnnc1Sc1ncnc2scc(-c3ccc(Br)cc3)c12 | -7%
CCCCn1c(N)c(N(CC(C)C)C(=O)c2cccc(S(=O)(=O)N3CC(C)OC(C)C3)c2)c(=O)[nH]c1=O (stereo unspecified) | 10%

More records follow.
SMILES | L3MBTL1 inh
O=C(NCC(c1ccco1)N1CCN(c2ccccc2F)CC1)C(=O)NC1CC1 (stereo unspecified) | 4%
Cc1ccc(S(=O)(=O)NCCC(=O)N2CCC(C)CC2)cc1 | 3%
CCN(CC)C(=O)c1ccc(Nc2nnc(-c3ccc(O)cc3)c3ccccc23)cc1 | -7%
CCOc1ccc(N2CC(C(=O)Nc3ccc(S(=O)(=O)N4CCCCC4)cc3)CC2=O)cc1 (stereo unspecified) | -1%
CCCCOc1ccc(C(=O)NCC(=O)NCC(c2ccc(F)cc2)N2CCOCC2)cc1 (stereo unspecified) | 2%
NCCCn1c(C(=O)c2cc(Cl)c(N)c(Cl)c2)c2ccccc2[n+]1[O-] | u
Cc1cccc(OCC(=O)OC(C)C(=O)Nc2ccc(Cl)cn2)c1 (stereo unspecified) | 2%
Cc1ccccc1C(=O)N1CCN(c2ccc(N3CCOCC3)nn2)CC1 | -5%
CC(C)(C)OC(=O)[C@H](Cc1ccccc1)NC(=O)c1nc[nH]c1C(=O)N1CCNCC1 | 3%
COc1ccc([C@H]2CC(=O)C=C(c3cc(C)ccc3F)C2)cc1 | 31%[activator]
CCCN(C(=O)COC(=O)CSc1ccc(C(N)=O)cc1[N+](=O)[O-])C1CCS(=O)(=O)C1 (stereo unspecified) | -2%
COc1ccc(CCNc2ccc(S(=O)(=O)N3CCN(C)CC3)cc2[N+](=O)[O-])cc1 | -16%
Cc1c(C(=O)N(C)CC(=O)Nc2cccc(F)c2)oc2c(Cl)cccc12 | 13%
CCCCc1nc(SCC(=O)N2CCCCC2)c2c(=O)n(C)c(=O)n(C)c2n1 | 1%
O=[N+]([O-])c1ccc(Cl)c(CN2CCN(c3ncccn3)CC2)c1 | -5%
CN(C)C1(CNC(=O)c2cccc(S(=O)(=O)Nc3ccc(Br)cc3)c2)CCCCC1 | 0%
CSCCC(NC(=O)c1ccco1)C(=O)Nc1cc(C)ccn1 (stereo unspecified) | -5%
COC(=O)c1c(C)[nH]c(C(=O)OCC(=O)N(CC(C)C)c2c(N)n(Cc3ccccc3)c(=O)[nH]c2=O)c1C | -1%
COc1ccccc1-c1nnc(SCC(=O)Nc2ccc3[nH]c(=O)[nH]c3c2)n1N | 3%
Cc1ccc2nc(COC(=O)c3ccc(Cl)nc3)cc(=O)n2c1 | -2%
COc1ccc(N2CCN(C(=O)COC(=O)CCS(=O)(=O)c3ccc(C)cc3)CC2)cc1 | -5%
COCCCNC(=O)Cn1ccc(N)nc1=O | 11%
CNS(=O)(=O)c1cccc(C(=O)OCC(=O)Nc2nc(OC)cc(OC)n2)c1 | 0%
CCN(c1ccccc1)S(=O)(=O)c1ccc(OC)c(NC(=O)Cc2ccccc2OC)c1 | -7%
COc1ccc(Cc2nnc(SCC(=O)c3ccc4c(c3)NC(=O)CO4)o2)cc1 | 2%

Other entries
SMILES | L3MBTL1 inh
O=C(NCCN1CCOCC1)c1ccc(NS(=O)(=O)c2cccc([N+](=O)[O-])c2)cc1 | 3%
COc1ccc(OCC(=O)NC(=O)c2ccccc2OC)c([N+](=O)[O-])c1 | -3%
OCC[C@H]1C[C@@H](O)[C@H](O)[C@@]2(OCc3ccccc32)O1 | -4%
Nc1ncnc2c1ncn2[C@@H]1O[C@H](CNCc2ccc(-n3cccn3)cc2)[C@@H](O)[C@H]1O | 0%
CC(C)(C)OC(=O)C[C@@H]1C/C=C\C[C@@H](CC(=O)N[C@H](CO)Cc2ccccc2)C(=O)N2CCC[C@@H]2COC1=O | -1%
COc1ccc(CN(C)S(=O)(=O)c2c(C)noc2C)cc1OC | -1%
CCOc1ccc(C(=O)NC(C(=O)N2CCC2)C(C)C)cc1 (stereo unspecified) | 6%
CCCn1c(N)c(C(=O)CSc2nnc(-c3cccs3)n2C2CC2)c(=O)[nH]c1=O | 1%
CCCC(C(=O)NNC(=O)c1ccncc1)c1ccccc1 (stereo unspecified) | 6%
COc1cc(C(=O)OCc2nc3ccsc3c(=O)[nH]2)c([N+](=O)[O-])cc1OC | 3%
CCN(CC(=O)Nc1cccc(S(=O)(=O)N2CCCCC2)c1)Cc1ccccc1 | -1%
COc1ccc2c(c1)C(c1ccc(Cl)cc1)NC(=O)C2 (stereo unspecified) | 1%
O=C(Nc1ccccc1N1CCCCC1)C1=COCCO1 | 5%
COc1cccc(CNC(=O)COC(=O)c2nc(Cl)c(Cl)c(Cl)c2Cl)c1 | -3%
Cc1ccc(C2=NCCn3c2c2ccccc2[n+]3[O-])cc1 | 2%
COc1cc(-c2nnc(SCC(=O)Nc3ccc(C(=O)O)cc3)o2)cc(OC)c1OC | 8%
CN(CC(=O)Nc1ccccc1Cl)C(=O)CN1C(=O)NC(c2ccccc2)(c2ccccc2)C1=O | -7%
CC(C)c1ccc(C(=O)OCC(=O)c2c(N)n(C)c(=O)n(C)c2=O)cc1 | 1%
Cc1ccsc1C(=O)OCC(=O)c1ccc[nH]1 | -1%
CCCc1cc(=O)[nH]c(SCC(=O)N2c3ccccc3NC(=O)C2(C)C)n1 | 1%
COCc1c(C(=O)OCC(=O)c2ccc[nH]2)oc2ccccc12 | -19%
CN(c1ccccc1)S(=O)(=O)c1cccc(NC(=O)c2ccc(=O)[nH]n2)c1 | u
CCN(C(=O)c1ccc(S(=O)(=O)N2CCCC2)cc1)C1CCS(=O)(=O)C1 (stereo unspecified) | 6%
O=C(CSC1=NS(=O)(=O)c2ccccc2N1)NCCc1ccccc1 | 8%
CC(=O)N/C(=C\c1ccccc1)C(=O)OCC(=O)N(CC(C)C)c1c(N)n(Cc2ccccc2)c(=O)[nH]c1=O | 9%

Arranged by value in L3MBTL1 inh (descending): six of the compounds above
Compound | L3MBTL1 inh
CCN(C(=O)c1ccc(S(=O)(=O)N2CCCC2)cc1)C1CCS(=O)(=O)C1 (stereo unspecified) | 6%
O=C(Nc1ccccc1N1CCCCC1)C1=COCCO1 | 5%
CCCc1cc(=O)[nH]c(SCC(=O)N2c3ccccc3NC(=O)C2(C)C)n1 | 1%
Cc1ccsc1C(=O)OCC(=O)c1ccc[nH]1 | -1%
CN(CC(=O)Nc1ccccc1Cl)C(=O)CN1C(=O)NC(c2ccccc2)(c2ccccc2)C1=O | -7%
COCc1c(C(=O)OCC(=O)c2ccc[nH]2)oc2ccccc12 | -19%

New compounds follow.
SMILES | L3MBTL1 inh
Cc1nc(-c2cccc(NC(=O)c3ccc(-n4cccn4)cc3)c2)cs1 | 11%
O=C(c1cccc(S(=O)(=O)NCc2ccccc2)c1)N1CCN(c2ccccc2)CC1 | -4%
CCc1ccc(N2CC(C(=O)OCC(=O)NNC(=O)c3ccccc3)CC2=O)cc1 (stereo unspecified) | 0%
O=C(CSc1nnc(Nc2ccccc2)s1)NC1CCS(=O)(=O)C1 (stereo unspecified) | 3%
COc1cc2cnc(-c3ccccc3F)cc2cc1OC | 5%
Cc1cc(C)cc(NC(=O)CSc2nnc(CNC(=O)c3ccco3)n2C)c1 | -2%

Exported as tab-separated lines: part of the list above.
canonical_smiles	L3MBTL1 inh
O=C(c1cccc(S(=O)(=O)NCc2ccccc2)c1)N1CCN(c2ccccc2)CC1	-4%
Cc1nc(-c2cccc(NC(=O)c3ccc(-n4cccn4)cc3)c2)cs1	11%

Some of the entries so far, field by field.
O=C(c1cccc(S(=O)(=O)NCc2ccccc2)c1)N1CCN(c2ccccc2)CC1
  L3MBTL1 inh = -4%
O=C(CSc1nnc(Nc2ccccc2)s1)NC1CCS(=O)(=O)C1 (stereo unspecified)
  L3MBTL1 inh = 3%
CCc1ccc(N2CC(C(=O)OCC(=O)NNC(=O)c3ccccc3)CC2=O)cc1 (stereo unspecified)
  L3MBTL1 inh = 0%
COc1cc2cnc(-c3ccccc3F)cc2cc1OC
  L3MBTL1 inh = 5%
